HT1080 IDH1KD tx = HT-1080 IDH1 knockdown cell toxicity (counter line); AID 686971; Potency, µM (series often up to 46.1 µM), for the others: top-dose activity, negative = toxicity, actives largely listed as cytotoxic; 360,000 tested, 2% active; HT-1080 IDH1 knockdown viability, ATP luminescence, 48 h;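 also: potency is read from the fitted curve at half-maximal effect; 0% = DMSO wells and -100% = cell-free medium wells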
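Knockdown cells (IDH1KD HT-1080) received compounds 2 h after plating at 750 cells/well and were kept 48 h at 37 °C in 5% FBS RPMI. A CellTiter-Glo luminescence read gave % activity for curve fitting.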
SW480 rereplic = DNA re-replication induction in SW480 cells; Potency, µM (doses to about 46.1 µM), without a hit: at the top dose re-replication activation, actives largely listed as activators; 340,000 tested, 1.8% active; SW480 DNA re-replication, Hoechst DNA content imaging, 48 h; also: potency is read from the fitted curve at half-maximal effect; % of control where 0% means no effect; nearly all actives have a fitted effect of over 55% in size
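DNA re-replication was detected as more nuclei of elevated Hoechst intensity after 48 hr exposure to compound (23 nL pinned per well of 250 cells).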
ATXN2 expr inh = reduces ATXN2 reporter expression in HEK-293 cells. HEK-293 ATXN2-luciferase reporter, luminescence, 24 h. Potency, µM (doses to about 57 µM), without a hit: at the highest dose activity change, negative = inhibition, hits mostly inhibitors. 360,000 tested, 0.72% active; also: potency is read from the fitted curve at half-maximal effect; % is scaled to controls: 0 for no effect and ±100 for the full control effect; nearly all actives have a fitted effect of over 55% in size
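qHTS (up to 57 uM final) was run with 24 h compound exposure of reporter cells at 37 °C. Each well was multiplexed: SteadyGlo luminescence measured ATXN2-luciferase expression after a fluorogenic Gly-Phe-AFC viability readout (25 uM final).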
KB-3-1 tox = kills parental KB-3-1 adenocarcinoma cells; 400,000 tested, 1.4% active; Potency, µM (series often up to 46.1 µM), inactives show at the top dose activity change, negative = cytotoxic, most hits filed as cytotoxic; KB-3-1 viability, CellTiter-Glo ATP luminescence, 72 h; also: potency is read from the fitted curve at half-maximal effect; % is scaled to controls: 0 for no effect and ±100 for the full control effect; nearly all actives have a fitted effect of over 60% in size
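Cytotoxicity in the drug-sensitive parental line KB-3-1 was scored as loss of CellTiter-Glo luminescence following 72 h incubation with compound. Values come from curve fitting of normalized concentration-response data.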
WRN inhibitor = inhibitors of human WRN helicase. WRN helicase unwinding, fluorescent forked duplex, kinetic. Potency, µM (highest dose often 114 µM), inactives show top-dose activity change, negative = inhibition, hits mostly inhibitors. 360,000 tested, 0.46% active; also: potency is read from the fitted curve at half-maximal effect; % is scaled to controls: 0 for no effect and ±100 for the full control effect; nearly all actives have a fitted effect of over 55% in size
Target sequence (Q14191 whole entry, looked up): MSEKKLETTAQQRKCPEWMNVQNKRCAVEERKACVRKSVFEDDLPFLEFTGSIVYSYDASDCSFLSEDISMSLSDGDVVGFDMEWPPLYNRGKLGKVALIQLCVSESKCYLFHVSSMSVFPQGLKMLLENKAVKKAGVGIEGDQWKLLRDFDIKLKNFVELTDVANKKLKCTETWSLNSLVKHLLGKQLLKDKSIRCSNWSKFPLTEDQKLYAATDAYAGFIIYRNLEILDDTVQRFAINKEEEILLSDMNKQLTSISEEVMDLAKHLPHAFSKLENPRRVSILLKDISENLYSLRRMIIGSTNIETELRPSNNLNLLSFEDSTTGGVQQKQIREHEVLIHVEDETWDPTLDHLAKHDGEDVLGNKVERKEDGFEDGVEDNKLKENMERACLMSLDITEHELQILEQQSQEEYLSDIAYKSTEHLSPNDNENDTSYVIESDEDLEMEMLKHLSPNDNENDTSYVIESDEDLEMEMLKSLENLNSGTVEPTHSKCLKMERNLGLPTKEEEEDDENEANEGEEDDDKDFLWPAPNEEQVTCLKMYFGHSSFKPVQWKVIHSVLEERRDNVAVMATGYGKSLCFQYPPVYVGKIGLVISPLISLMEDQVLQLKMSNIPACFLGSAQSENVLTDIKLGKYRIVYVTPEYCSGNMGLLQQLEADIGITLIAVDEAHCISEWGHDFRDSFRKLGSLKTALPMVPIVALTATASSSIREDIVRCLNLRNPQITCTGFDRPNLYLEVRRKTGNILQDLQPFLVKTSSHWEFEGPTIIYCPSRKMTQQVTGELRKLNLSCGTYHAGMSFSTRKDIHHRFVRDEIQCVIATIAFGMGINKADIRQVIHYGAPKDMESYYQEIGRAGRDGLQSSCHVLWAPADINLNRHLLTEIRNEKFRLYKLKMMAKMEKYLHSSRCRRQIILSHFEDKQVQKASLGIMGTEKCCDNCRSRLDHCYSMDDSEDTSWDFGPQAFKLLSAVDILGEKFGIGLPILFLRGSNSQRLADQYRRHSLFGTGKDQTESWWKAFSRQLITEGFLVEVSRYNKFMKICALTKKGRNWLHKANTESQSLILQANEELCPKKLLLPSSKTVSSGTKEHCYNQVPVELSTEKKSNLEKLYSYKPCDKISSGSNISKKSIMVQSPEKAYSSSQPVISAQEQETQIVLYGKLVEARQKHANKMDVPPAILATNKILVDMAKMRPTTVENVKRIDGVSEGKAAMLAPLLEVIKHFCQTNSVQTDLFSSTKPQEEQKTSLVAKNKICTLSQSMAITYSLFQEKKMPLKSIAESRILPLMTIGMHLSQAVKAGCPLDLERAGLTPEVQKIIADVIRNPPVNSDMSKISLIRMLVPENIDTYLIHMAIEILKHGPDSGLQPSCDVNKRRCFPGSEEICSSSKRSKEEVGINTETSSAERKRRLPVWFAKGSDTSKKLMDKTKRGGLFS
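Kinetic fluorescence helicase assay: unwinding of a quenched forked DNA duplex (100 nM final) with 2 mM ATP final raises red fluorescence (525/598 nm). Compounds sat 15 min at room temperature with 20 nM WRN beforehand.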
KB-V1 MDR tox = KB-V1 MDR subline cytotoxicity | KB-V1 MDR cells viability, CellTiter-Glo, 72 h | Potency, µM (series often up to 46.1 µM), inactives show at the top dose activity change, negative = cytotoxicity, usual class: cytotoxic | 400,000 tested, 3.4% active | AID 1347076; also: potency is read from the fitted curve at half-maximal effect; % is scaled to controls: 0 for no effect and ±100 for the full control effect; nearly all actives have a fitted effect of over 60% in size
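Potencies derive from concentration-effect curves fitted to normalized luminescence (CellTiter-Glo) of KB-V1 cells treated for 72 h at 37 degrees C in phenol-red-free DMEM containing 10% FBS.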
IL-1B inflam inh = inhibitors of inflammasome signaling (IL-1 beta secretion); THP-1 LPS/ATP IL-1B secretion, AlphaLISA, 16 h; stronger effect = lower value; activity change, % at 57.5 µM; 360,000 tested, 4.7% active; in the data active = activity change below about -50%; inconclusive = mostly about -30% to -49%; also: % is scaled to controls: 0 for no effect and ±100 for the full control effect
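THP-1 cells pretreated 1 hr with compounds (up to 57.5 uM final), then stimulated with LPS (250 ng/mL final) plus ATP (1.25 mM final); secreted IL-1B measured by AlphaLISA after 16 hr, decreased signal indicating inhibition.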
HT1080NT lethal = kills 2HG-producing HT-1080-NT fibrosarcoma cells. HT-1080-NT fibrosarcoma viability, CellTiter-Glo ATP luminescence, 48 h. Potency, µM (top dose mostly 46.1 µM), inactives show at the highest dose activity, negative = less viability, most hits filed as cytotoxic. 360,000 tested, 1.6% active;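 also: NT is the 2HG producing partner of a matched IDH1 knockdown line; potency is read from the fitted curve at half-maximal effect; 0% = DMSO-treated cells and -100% = media-only wells without cells; nearly all actives have a fitted effect of over 55% in size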
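Fibrosarcoma NT cells, 750 per well in 5% FBS RPMI, were exposed to compound for 48 hours. Viability: CellTiter-Glo luminescence.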
MCF10A rerep = inducers of DNA re-replication in MCF 10A breast cells | MCF 10A DNA re-replication, Hoechst nuclear intensity, 48 h | Potency, µM (doses to about 46.1 µM), inactives show at the highest dose activity, positive = re-replication, usual class: activators | 350,000 tested, 2.9% active | AID 624296; also: potency is read from the fitted curve at half-maximal effect; % of control where 0% means no effect; nearly all actives have a fitted effect of over 50% in size
* marks the source's active call; other numbers are inactive results; ? = inconclusive; / = no result given; & = joins results of further samples; ! = not confirmed by another sample; [ ] = remark or other dose. Unless noted, calls follow the shape of the dose curve; as a rule, active = well fitted curve in the direction sought with a large enough effect; inconclusive = small, poorly fitted or top-dose-only effect, or another doubt; inactive = no such curve, though single readings can be large; an effect the other way counts as inactive or inconclusive.

SMILES	HT1080 IDH1KD tx	SW480 rereplic	ATXN2 expr inh	KB-3-1 tox	WRN inhibitor	KB-V1 MDR tox	IL-1B inflam inh	HT1080NT lethal	MCF10A rerep
COc1ccc(Cl)cc1-c1cc(C(=O)Nc2ccc(F)cc2)[nH]n1	-18%	/	-8%	0%	-9%	-1%	0	-20%	/
CC1Cc2cc(/C(O)=C3\C(=O)C(=O)N(Cc4ccncc4)C3c3ccccc3F)ccc2O1 (configuration not stated)	11%	-16%	5%	7%	1%	32%	-7	4%	-1%
CCN(CC)c1ccc(CN2CCCCCC2)cc1	3%	?	-6%	?	1%	18µM*	-9	-6%	?
COc1ccc(C(O)c2ncc(-c3ccccc3C)[nH]2)cc1 (configuration not stated)	2%	/	15%	0%	2%	3%	7	4%	/
Cc1c(O)ccc(C(=O)CN2CCN(c3ccccc3)CC2)c1O	-1%	15%	/	-3%	5%	0%	9	11%	-1%
CCOc1ccc(CN2C(=O)c3ccccc3Sc3ccc(C(=O)NCCCN4CCOCC4)cc32)cc1	?	?	-30%&-27%	18µM*!	-7%	?	-11	?	21µM*
CC1(C)CSC(=S)N1S(=O)(=O)c1ccccc1	-6%	0%	1%	0%	-1%	-10%	17	1%	12%
Nc1scn[n+]1Cc1cccc2cccnc12	-13%	-5%	/	-1%	2%	?	0	3%	?
Cc1ccc(C(=O)Nc2ncc(Cc3ccc(SC(F)F)cc3)s2)cc1	2.6µM*	0.73µM*	-7%	?	5%	1µM*	0	1.8µM*	?
COc1cc(/C=N/NC(=O)c2cc(-c3ccccc3Cl)nc3ccccc23)cc(OC)c1O	?	-22%	40%[activator]	19%	-14%	-4%	-10	?	?
CCCCCCc1c(C)c2ccc(OCC(=O)N3CCC[C@H]3C(=O)O)c(C)c2oc1=O	-7%	39%	-6%	0%	-17%	-4%	3	-3%	5%
CCOC(=O)c1cn(Cc2c(C)c(C)c(C)c(C)c2C)nn1	-3%	-1%	-15%	-19%	-35%[57.1 µM]	?	22	-1%	8%
CC1CCCC(NC(=O)c2cccc(S(=O)(=O)NCc3ccccc3)c2)C1C (configuration not stated)	-18%	-12%	-34%	0%	-6%	13%	0	-13%[9.24 µM]	25%
Cc1nc2ccccc2n1CC(=O)NN	-1%	-3%	/	1%	3%	0%	14	-7%	-3%
CN(C)c1ccc2c(O)cc(=O)n(C)c2c1	?	?	-22%	7%	-8%	-10%	33	6%	7%
CN(C(=O)c1cccc(NC(=O)Cc2ccc(NC(=O)C3CCCN(C(=O)c4ccccc4)C3)cc2)c1)C1CCCC1 (configuration not stated)	7%	?	-3%	-13%	-5%	-8%	14	8%	2%
Cc1nc(NCCCO)c(C#N)c2c1COC(C)(C)C2	6%	-14%	11%	-5%	4%	0%	-5	4%	0%
Cc1cc(C)n2nc(CNS(=O)(=O)c3ccc([N+](=O)[O-])cc3)nc2n1	18%	?	10%	?	-6%	?	0	?	-2%
O=C(NNS(=O)(=O)c1ccccc1[N+](=O)[O-])c1ccc(F)cc1	?	2%	?	?	-5%	-9%	-11	-18%	-2%
CCOC(=O)C1CCN(C(=O)C2CCN(c3ncnc4c3nc3n4CCCCC3)CC2)CC1	-3%	2%	/	-6%	-3%	-1%	-1	-8%	2%
CCCn1c(C)cc(C(=O)COC(=O)c2c(C)nn(-c3ccccc3)c2C)c1C	-8%	2%	3%	-3%	-30%[57.1 µM]	?	?	-14%	9.2µM*
COc1ccc(NC(=O)Nc2cccc(NC(C)=O)c2)c(OC)c1	19%	-33%[inhibitor]	7%	-1%	-2%	5%	-17	?	-3%
O=C(CN(C(=O)CNS(=O)(=O)c1ccc(F)cc1)c1cccc(F)c1)NCC1CCCO1 (configuration not stated)	9%	-6%	-2%	20%	6%	?	7	20%	-6%
C/C(=N\OCC(=O)Nc1nc2ccccc2s1)c1ccccc1	4%	-14%	2%	10%	11%	?	0	1%	?
CC(C)OC(=O)Cn1cnc2ccc(Br)cc2c1=O	-3%	1%	7%	?	6%	-11%	?	-1%	-1%
O=[N+]([O-])c1ccc(CSc2nc3ccccc3[nH]2)cc1	1%	2%	60%[activator]	14%	10%	21µM*	-23	5%	4%
O=C(NCCc1ccc(Cl)cc1)C1CC(=O)N(C2CCCC2)C1 (configuration not stated)	15%	-3%	5%	3%	2%	6%	37	1%	7%
CN(CC(=O)Nc1ccccc1Cl)C(=O)c1cccc(S(=O)(=O)N2CCN(c3ccccc3)CC2)c1	-20%	0%	-29%	-25%	1%	0%	-20	-9%	2%
Nc1[nH]c(C(=O)c2ccccc2)c(-c2ccccc2C(F)(F)F)c1C(=O)NCc1ccc(F)cc1	16%	/	12%	8%	-1%	-8%	53	?	/
CCC(C(=O)Nc1cc(Cl)ccc1OC)c1ccccc1 (configuration not stated)	-1%	3%	/	-15%	-8%	-34%	20	0%	1%
Cc1ccc(S(=O)(=O)N(CC(=O)N2CCC(C)CC2)c2ccccc2)cc1	-4%	-5%	-30%	7%	-11%	-13%	-10	-1%	27%
CCCOc1ccc(C(O)(CCC)CCN2CCCCC2)cc1 (configuration not stated)	-4%	-3%[9.22 µM]	-20%	?	-6%	-13%	-10	-4%	2%
[O-]c1c[n+](-c2ccccc2)no1	4%	-16%	/	7%	8%	17%	0	?	5%
COc1ccc(N(CC(=O)NCc2ccc(Cl)cc2)S(=O)(=O)c2c(C)nn(C)c2C)cc1	4%	-17%	7%	-1%	-11%	-1%	2	-1%	-1%
N#Cc1cccc(-c2csc(C(O)c3ccco3)n2)c1 (configuration not stated)	3%	/	6%	0%	7%	0%	-13	-5%	/
COC(=O)c1ccc(CSc2nnc(CS(=O)Cc3ccc(Br)cc3)n2-c2ccccc2)cc1 (configuration not stated)	-23%	?	-2%	0%	-5%	?	-11	-22%	?
CCc1ccc(NC(=O)C2CCN(c3ncnc4c3nc3n4CCCCC3)CC2)cc1	0%	-7%	-16%	-7%	2%	-13%	19	8%	15%
COC(=O)c1c(-c2ccc(OC)c(OC)c2)csc1N	-4%	-4%	4%	-2%	-21%	-18%	16	3%	-1%
COc1cc(NC(=O)CCNC(=O)N2CC(=O)Nc3ccccc32)cc(OC)c1OC	-1%	/	/	-8%	7%	-20%	2	1%	/
COc1cccc(CC(=O)OCC(=O)NC2CCCC2)c1	-7%	-6%	-22%	2%	5%	-12%	3	2%	6%
Cc1cccc(C)c1NC(=O)CSc1nnnn1-c1ccc(C(=O)O)cc1	12%	-4%	4%	10%	1%	15%	40	21%	1%
NS(=O)(=O)c1ccc(CCNC(=O)c2cc([N+](=O)[O-])ccc2N2CCOCC2)cc1	1%	-19%	/	5%	0%	-11%	-15	-4%	-4%
CC1=C(C(=O)N2CCOCC2)CC(CC(=O)NC2CCCC2)C(=O)N1Cc1ccccc1 (configuration not stated)	8%	/	3%	-4%	6%	4%	19	3%	/
COC(=O)C(CC(C)C)NC(=O)C(N)Cc1ccccc1 (configuration not stated)	1%	1%	-13%	-4%	4%	0%	-18	12%	0%
Clc1cccc(OCc2nc(-c3ccncc3)n[nH]2)c1	-29%	9%	-4%	13%	-3%	4%	18	-23%	?
COc1ccc(C(C)(C)C)cc1NC(=O)Nc1ccc2c(c1)OCO2	?	?	0%	-28%	-12%	23µM*	?	-1%	?
CC(=O)Nc1ccc(OC(F)(F)Cl)cc1	29%	2%	/	9%	-5%	?	14	3%	1%

As a working copy, part of the list above.
SMILES	HT1080 IDH1KD tx	SW480 rereplic	ATXN2 expr inh	KB-3-1 tox	WRN inhibitor	KB-V1 MDR tox	IL-1B inflam inh	HT1080NT lethal	MCF10A rerep
COc1cc(NC(=O)CCNC(=O)N2CC(=O)Nc3ccccc32)cc(OC)c1OC	-1%	/	/	-8%	7%	-20%	2	1%	/
COc1cccc(CC(=O)OCC(=O)NC2CCCC2)c1	-7%	-6%	-22%	2%	5%	-12%	3	2%	6%
Cc1cccc(C)c1NC(=O)CSc1nnnn1-c1ccc(C(=O)O)cc1	12%	-4%	4%	10%	1%	15%	40	21%	1%
NS(=O)(=O)c1ccc(CCNC(=O)c2cc([N+](=O)[O-])ccc2N2CCOCC2)cc1	1%	-19%	/	5%	0%	-11%	-15	-4%	-4%
CC1=C(C(=O)N2CCOCC2)CC(CC(=O)NC2CCCC2)C(=O)N1Cc1ccccc1 (configuration not stated)	8%	/	3%	-4%	6%	4%	19	3%	/
COC(=O)C(CC(C)C)NC(=O)C(N)Cc1ccccc1 (configuration not stated)	1%	1%	-13%	-4%	4%	0%	-18	12%	0%
Clc1cccc(OCc2nc(-c3ccncc3)n[nH]2)c1	-29%	9%	-4%	13%	-3%	4%	18	-23%	?
COc1ccc(C(C)(C)C)cc1NC(=O)Nc1ccc2c(c1)OCO2	?	?	0%	-28%	-12%	23µM*	?	-1%	?
CC(=O)Nc1ccc(OC(F)(F)Cl)cc1	29%	2%	/	9%	-5%	?	14	3%	1%

Bioassay records (PubChem)
